Source: PubChem (several laboratories)
NSD2 HMT inh: NSD2 histone methyltransferase inhibitors, primary screen, biochemical, AlphaScreen, single concentration, set 2 | Histone-lysine N-methyltransferase NSD2 (Homo sapiens), O96028 | NSD2 peptide methylation, 120 min | inhibition, % at 12.5 µM | hit rate 0.54% among 310,000 | AID 743445, 2014; in the data active = inhibition above about 50%
DAGLB inhibitor: DAGLB lipase inhibitors, primary screen, biochemical, fluorescence, HTS; HEK293T DAGLB membrane lysate, EnzChek fluorogenic substrate; hit rate 0.059% among 340,000; AID 504411, 2011; Diacylglycerol lipase-beta (Homo sapiens), Q8NCG7; inhibition, % at 5.17 µM; in the data active = inhibition above about 34%;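 also: 0% = enzyme with vehicle and 100% = wells lacking enzyme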
PKA-R2B act: activators of PKA-R2B holoenzyme, primary screen, biochemical, fluorescence polarization, Cy5-IP20, human. PKA-R2B holoenzyme dissociation; R2B truncated from residue 108, S112A mutant; 0% DMSO only, 100% 113 µM cGMP. activation, % at 11.4 µM. hit rate 0.079% among 340,000;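 active = activation above a cutoff set at the mean over all compounds plus 3 SD, cut at about 18% in these data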;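 also: higher means more holoenzyme dissociation and a rise in polarization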
Target sequence (P31323 whole entry, looked up, other chains not shown, the tested form may be a part): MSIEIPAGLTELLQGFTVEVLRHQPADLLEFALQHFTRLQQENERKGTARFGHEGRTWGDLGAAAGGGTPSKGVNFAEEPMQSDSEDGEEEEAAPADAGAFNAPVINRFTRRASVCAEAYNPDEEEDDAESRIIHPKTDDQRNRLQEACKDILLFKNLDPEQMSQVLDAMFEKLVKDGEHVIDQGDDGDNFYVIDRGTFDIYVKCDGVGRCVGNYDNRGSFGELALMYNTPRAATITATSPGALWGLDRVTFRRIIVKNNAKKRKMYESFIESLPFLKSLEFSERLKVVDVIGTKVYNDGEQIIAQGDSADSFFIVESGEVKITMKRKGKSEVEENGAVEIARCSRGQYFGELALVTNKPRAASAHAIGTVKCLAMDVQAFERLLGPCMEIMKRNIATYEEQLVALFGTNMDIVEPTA
RTF Ca sens inh: cardiac RTF calcium sensitivity inhibitors, primary screen, biochemical, IANBD-TnC fluorescence, EC70 calcium; hit rate 0.12% among 340,000; IANBD-labeled cardiac RTF, Ca2+ fluorescence; inhibition, % at 7.15 µM; Troponin I, cardiac muscle (Homo sapiens) + Troponin T, cardiac muscle (Homo sapiens) + …;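 active = inhibition above the mean inhibition of all tested compounds plus 3 SD, cut at about 17% in these data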;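 also: assay run at fixed EC70 calcium of 1.6 mM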
SR-BI HDL uptake: inhibitors of SR-BI mediated HDL lipid uptake, primary screen, ldlA[mSR-BI] cells, fluorescence, single point | Scavenger receptor class B member 1 (Mus musculus), Q61009 | ldlA[mSR-BI] CHO cells, DiI-HDL uptake fluorescence, 3 h | inhibition, % at 12.5 µM | hit rate 0.96% among 320,000;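 active = mean replicate inhibition of at least 70% and a set share of replicates each scoring 70 or more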;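 also: 0% = median of neutral control wells and 100% = median of positive control wells; values of inactives mirror those of a sister screen read the other way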
Target sequence (Q61009 whole entry, looked up): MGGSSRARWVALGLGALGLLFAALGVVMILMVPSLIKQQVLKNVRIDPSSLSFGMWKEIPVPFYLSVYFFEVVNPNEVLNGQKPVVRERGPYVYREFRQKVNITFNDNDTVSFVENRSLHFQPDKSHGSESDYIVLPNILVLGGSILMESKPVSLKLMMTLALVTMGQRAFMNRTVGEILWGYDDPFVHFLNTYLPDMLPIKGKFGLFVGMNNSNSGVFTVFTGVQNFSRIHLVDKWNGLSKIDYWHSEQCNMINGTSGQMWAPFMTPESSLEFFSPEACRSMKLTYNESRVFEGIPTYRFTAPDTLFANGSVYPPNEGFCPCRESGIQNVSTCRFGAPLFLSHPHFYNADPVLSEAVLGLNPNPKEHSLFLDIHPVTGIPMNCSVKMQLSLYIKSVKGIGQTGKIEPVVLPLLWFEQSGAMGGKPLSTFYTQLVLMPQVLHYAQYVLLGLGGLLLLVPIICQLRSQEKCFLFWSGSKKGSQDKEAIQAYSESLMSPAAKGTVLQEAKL
PvdQ acylase: P. aeruginosa PvdQ acylase inhibitors, primary screen, biochemical, fluorescence, plate reader and imaging, single point; PvdQ acylase [Pseudomonas aeruginosa LESB58]; purified PvdQ acylase; inhibition, % at 10 µM; AID 488965, 2010; hit rate 0.063% among 340,000; in the data active = inhibition above about 30%, passing the limit was not always enough;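 also: 0% = vehicle neutral wells and 100% = reference inhibitor wells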
Keap1 Nrf2 FP: Keap1-Nrf2 protein-protein interaction inhibitors, primary screen, biochemical, fluorescence polarization, single point; Keap1 Kelch-Nrf2 peptide fluorescence polarization, 1536-well; Kelch-like ECH-associated protein 1 (Homo sapiens), Q14145; inhibition, % at 9.4 µM; AID 504523, 2011; hit rate 0.15% among 340,000; in the data active = inhibition above about 12%;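 also: human Keap1 Kelch domain with fluorescein labeled Nrf2 9mer peptide probe; 0% = neutral control wells and 100% = peptide positive control; higher means more block of Keap1 binding to Nrf2 peptide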
SR-BI uptake up: activators of SR-BI mediated DiI-HDL uptake, primary screen, ldlA[mSR-BI] CHO cells, DiI fluorescence; hit rate 0.096% among 320,000; activation, % at 12.5 µM; 3 h; 100 = double the neutral-control signal; AID 504775, 2011;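 active = mean replicate activation of at least 60% and every replicate at or above 60%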;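 also: 0% = median plate neutral-control signal and 100% = twice that signal; values of inactives mirror those of a sister screen read the other way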
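Test system: SR-BI-overexpressing, LDLR-lacking CHO cells; Also added: labelled HDL, 10 µg/mL; Measured by: bottom-read cell fluorescence after medium removal, ex 550/em 595 nm; Timing: 3 h uptake period with compound, 37 °C; Buffer or medium: F12, 0.5% BSA, 25 mM HEPES; Doses: single compound concentration, delivered by pin transfer.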
Arrestin-AP2 inh: inhibitors of beta-arrestin/AP2 binding, primary screen, biochemical, GPCR trafficking, flow cytometry; beta-arrestin 1 C-terminal peptide binding to AP2 beta2-adaptin appendage (human); FITC-arrestin peptide / GST-AP2 beads; AP2 beta2 appendage carries R879A mutation; inhibition, % at 10 µM; hit rate 0.31% among 340,000;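 active = inhibition above a set limit, near 3 SD of compounds lacking own fluorescence, cut at about 54% in these data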;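 also: plate controls were DMSO wells for no effect and 5 µM unlabelled arrestin peptide for full effect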
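System: GST-tagged AP2 beta2-adaptin appendage (R879A) on 4 µm glutathione beads / Reagent: FITC-arrestin peptide, 50 nM / Detection: HyperCyt-sampled flow cytometry, FL1 channel, ex 488/em 535 nm / Timing: 12 min plus 1 h, RT / Buffer or medium: PBS plus Tween 20 (0.05%) and BSA (0.1%)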
LANA DNA inh: inhibitors of KSHV C-LANA binding to DNA, primary screen, biochemical, fluorescence polarization, FAM-LBS DNA, MBP-C-LANA, single point. Kaposi's sarcoma herpesvirus LANA C-terminal domain (residues 932-1162) DNA binding. inhibition, % at 9 µM. hit rate 0.078% among 340,000;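 active = highest replicate inhibition at or above 60% at 9 µM, even if other replicates fall short; inactive = all replicates below 60% inhibition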;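 also: 0% = neutral control wells and 100% = 4 µM acridine orange control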
Numbers without * were called inactive; . = no result given.

cpd	structure	NSD2 HMT inh	DAGLB inhibitor	PKA-R2B act	RTF Ca sens inh	SR-BI HDL uptake	PvdQ acylase	Keap1 Nrf2 FP	SR-BI uptake up	Arrestin-AP2 inh	LANA DNA inh
1	COc1ccccc1C(CC(=O)c1ccccc1)CC(=O)c1ccccc1	-7	-13	-2	-16	-11	2	-5	11	26	0.1
2	Cc1ncc([N+](=O)[O-])n1CC(=O)NCc1ccccc1	2	0	-4	-7	-9	-24	-5	9	3	-1.2
3	CCOc1ccc(C2=Nn3c(nnc3-c3ccco3)SC2)cc1	-5	-1	-4	-9	22	-15	1	-22	-5	-0.3
4	COC(=O)c1ccc(/C=N/NS(=O)(=O)c2cc(C)ccc2C)cc1	10	0	-5	-3	-34	0	-4	34	-2	0.1
5	CCOC(=O)N1CCC(N2Cc3cccc(C(=O)Nc4ccc(OC)c(OC)c4)c3C2=O)CC1	.	-1	0	0	5	11	-3	-5	17	-0.5
6	CC(=O)c1cccc(NC(=O)CO/N=C2/CCCc3nonc32)c1	0	-1	-1	-3	12	4	0	-12	-11	-1.9
7	CCCN(C(=O)c1cn(-c2ccccc2)nc1-c1ccc(OC)cc1)C1CCS(=O)(=O)C1 (centres undefined)	1	-1	0	-1	19	12	6	-19	6	0.9
8	C=CCn1c(SCC(=O)NCCO)nc2sc(C)c(C)c2c1=O	-2	-1	-2	0	-14	-4	0	14	24	1.0
9	CC(Nc1ccc2c(c1)OCCO2)C(=O)N1c2ccccc2CC1C (centres undefined)	17	-2	-16	-8	-11	9	-1	11	5	0.0
10	CCOC(=O)N1CCN(c2cc(N(C)CCO)c([N+](=O)[O-])c3nonc23)CC1	2	0	0	1	9	10	-4	-9	2	-1.8
11	CC1(c2ccc3c(c2)OCO3)NC(=O)N(CC(=O)NCCC2=CCCCC2)C1=O (centres undefined)	2	-1	8	-2	20	-12	2	-20	9	0.8
12	C=CCN(CC=C)C(=O)C1CCC(C(=O)N(CC=C)CC=C)CC1 (centres undefined)	-1	-1	9	0	.	-8	0	.	-9	2.0
13	CCN(Cc1ccccc1)C(=O)CCS(=O)(=O)c1ccc2c(c1)CCN2C(C)=O	-4	0	-6	-4	-15	8	-3	15	10	-0.5
14	O=C(Nc1ccc(Cl)cc1C(=O)Nc1ccncc1)c1ccco1	-1	1	-12	-5	34	2	-1	-34	25	0.3
15	CN(CC(O)COCc1ccc2c(c1)OCO2)C1CCCCC1 (centres undefined)	1	-3	-7	1	-5	-18	2	5	-5	0.5
16	Cc1c(Cl)cccc1NC(=O)C(=O)NNS(=O)(=O)c1ccc(F)cc1	-6	6	-5	1	-26	-4	-3	26	25	0.6
17	CC(C)N(Cc1nccn1C)C(=O)c1ccc2oc(CCCc3ccccc3)nc2c1	1	2	-12	-7	7	-26	-7	-7	-9	0.4
18	Cc1ccc(Cn2nc(C)c(C(=O)N3CCN(S(=O)(=O)/C=C/c4ccccc4)CC3)c2C)cc1	-2	-1	-5	-5	-5	-7	3	5	-3	0.9
19	COc1cccc(C(=O)/C=C/c2ccc(OCC#N)c(OC)c2)c1	6	-1	-6	2	-7	-4	-2	7	-15	-2.7
20	NC(=O)c1ccsc1NC(=O)COC(=O)Cc1cccc2ccccc12	3	-2	-3	-19	-9	-14	-6	9	-8	-1.0
21	Cc1cccc(-n2c(C)nc3sccc3c2=O)c1	-3	-1	1	-12	-15	-1	-2	15	0	0.0
22	Cc1cc(C)n(C(=O)c2c([N+](=O)[O-])cnn2C)n1	0	2	3	-4	-1	-25	-2	1	-1	-1.8
23	Cc1cc(C)n(CC(O)COc2cccc(OCC(O)Cn3nc(C)cc3C)c2)n1 (centres undefined)	.	-1	7	-6	53	-13	-4	-53	12	-2.4
24	CCc1ccc(NC(=O)CC2S/C(=N/N=C3CCCCCC3)NC2=O)cc1 (centres undefined)	-1	-2	-7	-4	-18	8	1	18	9	-2.7
25	Cc1cccc(C)c1NC(=S)NCc1ccccc1	-4	-1	-9	-13	-10	-12	-3	10	36	-1.1
26	COc1ccc(NS(=O)(=O)c2ccc(NC(=S)NC(=O)c3ccc(F)cc3)cc2)nn1	0	-6	-11	-3	-31	-9	4	31	-5	1.2
27	O=C(C(=O)N1CCN(c2cccc(Cl)c2)CC1)c1cn(CC(=O)N2CCOCC2)c2ccccc12	0	1	2	-3	16	-16	-1	-16	-6	0.4
28	CCN(CCO)C(=O)c1ccc2nc(Cc3cccc(Cl)c3)oc2c1	0	-1	-9	0	4	-14	-6	-4	10	1.0
29	CN(CC(=O)O/N=C(\N)c1ccc([N+](=O)[O-])cc1)S(=O)(=O)c1ccc2ccccc2c1	-2	-6	-8	6	-19	-6	-3	19	13	-0.5
30	CC1CCCC(C)N1C(=O)CN1C(=O)C(C)(C)Oc2ccc(C(=O)NC3CCCCC3)cc21 (centres undefined)	1	-2	-1	-5	-11	-11	3	11	3	-0.7
31	CC1CCc2sc3ncnc(N4CCN(CCO)CC4)c3c2C1 (centres undefined)	1	2	1	-6	18	-7	-2	-18	4	-0.3
32	O=c1cc(N2CCc3ccccc32)[nH]c(=O)n1Cc1ccc(F)cc1	9	-1	-3	-2	2	-8	-3	-2	-3	0.2
33	Nc1c(C(=O)CSc2nc3ccccc3o2)c(=O)[nH]c(=O)n1C1CC1	-2	-3	-3	-2	-3	7	-6	3	7	1.0
34	NC(=O)c1ccc(=O)n(Cc2ccc(Cl)cc2Cl)c1	0	2	-9	-2	11	-5	-1	-11	17	2.5
35	COc1ccc(N(C)C(=O)c2ccc(NC(=O)CCS(=O)(=O)c3cccs3)cc2)cc1	7	2	-4	8	16	-1	1	-16	-4	-0.7
36	COc1ccccc1C=NNC(=O)C(=O)NN=Cc1ccccc1OC	-4	1	-12	-12	19	6	-2	-19	4	-2.0
37	O=c1c2cnn(-c3ccccc3)c2nc(-c2ccco2)n1-c1ccccc1	115*	-6	-2	-12	5	-8	-9	-5	0	0.9
38	CCn1c(=S)sc2c(=O)n(CC(=O)Nc3cc(OC)ccc3OC)c(C)nc21	1	-1	-4	0	-5	-13	-4	5	-18	0.4
39	CCOC(=O)C1=C(C)Nc2ncnn2C1c1ccc2c(c1)OCO2 (centres undefined)	-2	-2	-8	-7	7	-15	-3	-7	14	-0.1
40	COCCn1c(SCC(=O)NCC2CCCO2)nc2c(c1=O)SC(C)C2 (centres undefined)	.	-2	7	-9	-15	-13	0	15	-4	2.8
41	COc1ccc(/C=C/C(=O)Nc2ccc(N3CCOCC3)cc2)cc1	0	-1	-3	-12	22	-4	4	-22	-9	-0.9
42	NC(=O)C1CCN(C(=O)c2ccc(CS(=O)(=O)c3c(Cl)cccc3Cl)o2)CC1	.	0	-6	-1	-2	-5	-3	2	0	0.5
43	O=C(NNS(=O)(=O)c1ccccc1)c1cccs1	-2	0	-1	-1	-49	-19	1	49	2	0.0
44	CC(=O)/C(=N/Nc1ccccc1Cl)Sc1nnc(C(O)c2ccccc2)n1-c1ccccc1 (centres undefined)	-1	-1	8	2	-44	4	-1	44	32	1.7
45	C=CCn1c(O)c(N=NC(=O)c2ccccc2NS(=O)(=O)c2cccs2)c2ccccc21	7	0	-13	-1	-16	2	1	16	44	-0.6
46	COc1ccc(S(=O)(=O)N2CCN(Cc3cc4c(cc3Br)OCCO4)CC2)cc1	-2	-10	-2	-4	-34	6	2	34	29	1.3
47	CCc1ccc(/C=C/c2c([N+](=O)[O-])c(=O)n(C)c(=O)n2C)cc1	6	-2	-6	5	-19	0	-2	19	8	2.8
48	COc1ccc(S(=O)(=O)N2CCCCC2)cc1NC(=O)CN(C)C1CCCCC1	0	-5	2	-1	58	-20	-1	-58	-12	-0.3
49	Cc1cccn2c(CN(C)CC3Cc4ccccc4O3)c(C(=O)N3CCCCC3)nc12 (centres undefined)	17	1	14	-9	11	-19	-5	-11	4	-0.1
50	O=C(CCN1C(=O)C2CC=C(Cl)CC2C1=O)Nc1ccccc1O (centres undefined)	0	0	8	-1	7	-1	4	-7	-15	1.8
51	Cc1nc(SCC(=O)c2c(N)n(C3CC3)c(=O)[nH]c2=O)[nH]c(=O)c1CCO	5	0	-7	-10	-2	-7	4	2	-8	1.1
52	Cc1ccc(N=Cc2c(O)cc(C)oc2=O)c(C)c1	-1	-2	-3	3	-13	-1	-4	13	39	0.2
53	O=C(NC1CC1)c1ccc(NS(=O)(=O)c2ccc(F)cc2)cc1	0	1	-6	-16	-30	-12	-2	30	-11	1.1
54	CCN1CCCC1CNC(=O)CCc1nc(-c2ccc(C)cc2)no1 (centres undefined)	.	1	7	-13	13	-5	-4	-13	1	-0.7
55	CC(=O)c1ccc(OCCCC(=O)Nc2cccc(-c3nn[nH]n3)c2)cc1	24	-4	-13	11	5	12	1	-5	-1	-1.4
56	Cn1c(=O)oc2ccccc2c1=O	-2	0	-7	-3	-22	-8	-1	22	13	-2.9
57	O=C(OCCN1C(=O)c2ccccc2C1=O)c1cnccn1	-2	-2	0	10	-13	2	2	13	4	1.0
58	O=S(=O)(c1ccc(Cl)cc1)N1CCC(n2cccc2)CC1	3	-8	5	-6	14	-1	1	-14	23	1.2
59	COC(=O)COc1ccc2c(=O)c(-c3ccccc3)coc2c1	-1	-10	8	-13	-38	-11	-4	38	1	-0.6
60	CCSc1ccc(-c2cccc([N+](=O)[O-])c2)nn1	-1	2	-1	-7	-1	48*	1	1	20	-1.0
61	COc1ccccc1-c1nnc(SCC(=O)c2c(N)n(C3CC3)c(=O)[nH]c2=O)o1	-2	0	-11	-3	1	8	1	-1	-9	1.5
62	Fc1ccc(/C=N/n2c(COc3ccccc3)n[nH]c2=S)cc1	2	5	0	-2	-8	-12	1	8	-19	-1.1
63	COc1ccccc1NC(=O)C1CCCN(S(=O)(=O)c2ccc(-n3cnnn3)cc2)C1 (centres undefined)	-1	0	-7	1	18	2	-4	-18	3	0.5

No enrichment for hits; any-hit rate near 2.1%.
